# TRHR ag = qHTS for Small Molecule Agonists and Allosteric Enhancers of Human TRH Receptor: Primary Screen for Agonists; Thyrotropin-releasing hormone receptor (Homo sapiens), P34981; activation, % at 2 µM; TRHR cells, calcium flux fluo-8, FDSS agonist mode; hit rate 0.18% among 360,000; AID 493084, 2011; in the data active means activation above about 30%; further: 0% is about no effect
#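 Steps: seed TRHR cells overnight; add fluo-8 no-wash Ca dye, RT 30 min–1.5 h; record 10 s baseline; pin-transfer compounds; monitor fluorescence 1 cycle/s for the agonist window. Calcium increases flag candidate agonists.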
# TRHR enhancer = qHTS for Small Molecule Agonists and Allosteric Enhancers of Human TRH Receptor: Primary Screen for Enhancers; AID 493056, 2011; hit rate 0.66% among 360,000; TRHR cells, fluo-8 calcium fluorescence, EC20 TRH enhancement; enhancement, % at 2 µM; Thyrotropin-releasing hormone receptor (Homo sapiens), P34981; in the data active means enhancement above about 30%; further: 0% is about no effect
#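 TRHR-expressing cells loaded with fluo-8 calcium dye were read kinetically (ex 480/em 530) during compound addition, then stimulated with an EC20 of TRH (10 nM final). Enhancement of the Gq-mediated intracellular calcium response was scored.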
# TrxR1 substrate = qHTS Assay for Substrates of Mammalian Selenoprotein Thioredoxin Reductase 1 (TrxR1): qHTS; purified TrxR1 substrate turnover, NADPH consumption readout; hit rate 0.01% among 390,000; Potency, µM (highest dose often 114 µM), without a hit: at the highest dose activity change, negative = substrate turnover; Thioredoxin reductase 1, cytoplasmic (Rattus norvegicus), O89049; further: potency means the concentration at half of the fitted maximal effect; on the % scale 0 is the no-effect control and ±100 the full control effect; nearly all actives have a fitted effect of over 50% in size
#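 Rat TrxR1, dispensed at 90 nM, was prereduced with 400 uM NADPH (final) for 5 min at ~22 deg C, then incubated with compound 15 min before 400 uM selenite. A first-read NADPH fluorescence drop versus no-compound background flagged substrates.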
# IDH1 R132H inh = qHTS for Inhibitors of mutant isocitrate dehydrogenase 1 (IDH1): qHTS; AID 602179, 2012; IDH1-R132H enzyme, NADPH consumption, diaphorase/resazurin fluorescence; Isocitrate dehydrogenase [NADP] cytoplasmic (Homo sapiens), O75874; Potency, µM (series often up to 76.6 µM), for inactives: at the top dose activity change, negative = inhibition, hits mostly inhibitors; hit rate 0.093% among 390,000; further: potency means the concentration at half of the fitted maximal effect; on the % scale 0 is the no-effect control and ±100 the full control effect; nearly all actives have a fitted effect of over 65% in size
#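 IDH1-R132H (0.5 ug/mL) preincubated 30 min with compound, then NADPH (0.016 mM) and alpha-KG (2 mM) added; 80 min at RT, pH 7.5. Remaining NADPH coupled via diaphorase/resazurin to fluorescence (540/590 nm); concentration-response curves normalized to no-enzyme control.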
# rTrxR1 inhibitor = qHTS Assay for Inhibitors of Mammalian Selenoprotein Thioredoxin Reductase 1 (TrxR1): qHTS | Thioredoxin reductase 1, cytoplasmic (Rattus norvegicus), O89049 | recombinant rTrxR1, NADPH fluorescence consumption, selenite substrate | Potency, µM (top dose mostly 114 µM), for the others: top-dose activity change, negative = inhibition, usual class: inhibitors | hit rate 1% among 390,000 | AID 588453, 2011; further: potency means the concentration at half of the fitted maximal effect; on the % scale 0 is the no-effect control and ±100 the full control effect; nearly all actives have a fitted effect of over 65% in size
#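 Rat TrxR1 (90 nM in the dispensed reagent) was pre-reduced with 400 uM NADPH for 5 min at room temperature, then incubated with compound for 15 min. After 400 uM selenite was added, NADPH fluorescence (Ex 340/Em 450 nm) was followed for 8 min.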
# D2 ag = HTS Assay for Allosteric Agonists of the Human D2 Dopamine Receptor: Primary Screen for Agonists | D(2) dopamine receptor (Homo sapiens), P14416 | HEK293 T-REx D2 cells, calcium flux agonist mode | activation, % at 2 µM | hit rate 0.53% among 340,000 | AID 485358, 2010;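 active means activation over 3 SD above normal in the single-dose calcium agonist read, cut at about 30% in these data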; further: 0% is about no effect
# Target sequence (P14416 whole entry, looked up): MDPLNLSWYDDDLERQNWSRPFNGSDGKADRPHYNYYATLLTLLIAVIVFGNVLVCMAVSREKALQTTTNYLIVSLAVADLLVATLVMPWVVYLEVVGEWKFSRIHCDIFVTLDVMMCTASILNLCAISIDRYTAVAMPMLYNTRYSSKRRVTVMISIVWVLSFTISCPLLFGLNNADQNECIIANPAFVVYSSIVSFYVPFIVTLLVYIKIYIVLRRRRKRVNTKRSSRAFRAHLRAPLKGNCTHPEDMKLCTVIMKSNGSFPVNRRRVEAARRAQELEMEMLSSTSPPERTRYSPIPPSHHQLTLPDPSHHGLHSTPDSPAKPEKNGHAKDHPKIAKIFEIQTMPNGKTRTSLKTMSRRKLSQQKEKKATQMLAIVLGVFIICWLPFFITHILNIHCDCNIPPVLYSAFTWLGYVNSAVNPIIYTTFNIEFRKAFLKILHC
#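 Agonism scored from kinetic calcium signal (1 read/sec, 180 s) following compound pin transfer, after a 10 s baseline. Cells: HEK293 Trex line expressing inducible D2 receptor coupled to calcium, dye-loaded after overnight culture at 30 C.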
# USP1-UAF1 inh = Inhibitors of USP1/UAF1: Primary Screen; Ubiquitin carboxyl-terminal hydrolase 1 (Homo sapiens), O94782; hit rate 0.23% among 390,000; Potency, µM (titrated, usually from 57.1 µM), without a hit: top-dose activity change, negative = inhibition, most hits filed as inhibitors; recombinant USP1/UAF1, Ub-Rhodamine cleavage fluorescence; further: potency means the concentration at half of the fitted maximal effect; on the % scale 0 is the no-effect control and ±100 the full control effect; nearly all actives have a fitted effect of over 60% in size; inactives centre near -12
#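 High-throughput fluorogenic screen: 1nM USP1/UAF1 complex, Ub-Rho substrate 150nM final, 50mM HEPES pH 7.8 with 0.5mM EDTA, 0.1 mg/ml BSA, 1mM TCEP and 0.01% Tween-20.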
# PI4K2A block = qHTS for small molecular inhibitors of PI4K2A | hit rate 0.13% among 420,000 | activity change, negative = inhibition, % at 76.9 µM | purified PI4K2A, ADP-Glo luminescence, 1 h; active compounds read low | AID 1346378, 2018 | Phosphatidylinositol 4-kinase type 2-alpha (Homo sapiens), Q9BTU6; in the data active means activity change below about -50%; inconclusive means mostly about -30% to -49%;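 further: -100% = wells without enzyme as full effect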
# Target sequence (Q9BTU6 whole entry, looked up): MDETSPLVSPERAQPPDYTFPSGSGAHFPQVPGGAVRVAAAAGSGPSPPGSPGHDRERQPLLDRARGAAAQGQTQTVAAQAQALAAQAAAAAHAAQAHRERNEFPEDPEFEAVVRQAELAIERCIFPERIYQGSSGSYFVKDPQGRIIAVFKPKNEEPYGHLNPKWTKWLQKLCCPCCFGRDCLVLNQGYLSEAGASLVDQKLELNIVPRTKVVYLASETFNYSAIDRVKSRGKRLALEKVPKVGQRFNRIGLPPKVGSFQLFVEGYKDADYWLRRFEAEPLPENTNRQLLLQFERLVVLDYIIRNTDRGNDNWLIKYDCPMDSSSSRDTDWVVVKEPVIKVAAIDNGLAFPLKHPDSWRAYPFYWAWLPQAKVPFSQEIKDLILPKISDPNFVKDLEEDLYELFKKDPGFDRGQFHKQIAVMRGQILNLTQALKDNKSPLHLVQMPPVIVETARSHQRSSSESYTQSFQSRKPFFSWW
#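 PI4K2A activity was measured by ADP-Glo luminescence: enzyme (4 ug/mL stock) and phosphatidylinositol (1.2 mM stock) in Tris pH 7.5/MgCl2/EGTA/Triton X-100 buffer were reacted with ATP (300 microM stock) for one hour at ambient temperature.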
# D2 antag = HTS Assay for Allosteric Antagonists of the Human D2 Dopamine Receptor: Primary Screen for Antagonists | HEK293 TREx D2 cells, calcium flux, dopamine EC80 | inhibition, % at 10 µM | hit rate 2% among 340,000 | AID 485344, 2010; in the data active means inhibition above about 30%; further: 0% is about no effect
#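 Antagonism is scored as inhibition of an EC80 dopamine-evoked calcium signal in a force-coupled, tetracycline-inducible HEK293 T-REx D2 line, with compound present 180 s before agonist.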
# Numbers without * were called inactive; ? = inconclusive; nt = no result given; [ ] = dose if it differs, or a comment. Unless noted, the call rests on the fitted dose curve; in most records, active means well fitted inhibition curve with a large enough effect; inconclusive means small, poorly fitted or top-dose-only effect; inactive means no such curve, though single readings can be large or run the other way.
Structure,TRHR ag,TRHR enhancer,TrxR1 substrate,IDH1 R132H inh,rTrxR1 inhibitor,D2 ag,USP1-UAF1 inh,PI4K2A block,D2 antag
COc1ccc(C(=O)N2CCCC(Nc3ccc(F)cc3)C2)cc1F (centres undefined),-0.4,29,-6%,10%,-10%,-0.5,-9%,0,16
O=C(COC(=O)CCSc1ccccc1Cl)NCc1ccco1,-2.0,11,6%[57.1 µM],7%,23%[57.1 µM],-2.1,4%,-1,-7
CCOC(=O)N1CCN(C(=O)C2CCCCC2)CC1,0.2,1,1%,7%,15%,0.3,-6%,-3,-4
CCOc1ccc(C2NC(=O)C(C#N)=C(S)N2c2ccc(C)cc2)cc1OC (centres undefined),0.5,-1,-12%,0%,-25%,-0.5,-13%,-7,-1
CCc1ccc(Nc2oc(C)cc(=O)c2C(C)=O)cc1,0.5,0,3%[57.1 µM],6%,-4%[57.1 µM],-0.2,-18%,3,1
Cc1ccccc1NS(=O)(=O)c1ccc(C(=O)NCC(C)(C)N2CCOCC2)cc1,0.4,8,-5%,6%,-7%,-0.3,-15%,0,15
CCN1CCN(C(CNS(=O)(=O)c2ccc(Cl)cc2)c2cccnc2)CC1 (centres undefined),0.7,18,6%,6%,5%,0.5,0%,2,-2
Cc1c(C(=O)N(Cc2ccccc2F)C2CCS(=O)(=O)C2)oc2ccccc12 (centres undefined),-0.2,3,-8%,16%,6%,2.3,-6%,0,nt
O=C(CSc1nnc(NC(=O)c2c(F)cccc2F)s1)NC1CCCCC1,0.2,0,1%,8%,19%[0.457 µM],0.4,0%,-3,3
CCc1ccc(NC(=O)CCC(=O)Nc2nnc(C(F)(F)F)s2)cc1,0.3,-3,-1%,2%,12%,nt,-21%,0,nt
Cc1cc(C)cc(NC(=O)COC(=O)[C@@H](NC(=O)c2ccco2)C(C)C)c1,-0.6,2,-16%[57.1 µM],7%,19%[57.1 µM],-0.8,-23%,5,-10
Cc1nc(NCCO)c2nnn(Cc3ccccc3F)c2n1,0.0,0,5%,1%,10%,-0.5,-18%,1,6
COC(=O)c1sccc1NC(=O)CSc1nnnn1-c1ccccc1F,-0.2,6,-9%,6%,-10%,-0.2,-8%,7,-10
O=C(O)COc1ccc(S(=O)(=O)N2CCCC2)cc1,0.5,8,6%,-3%,16%,1.5,-9%,-8,-7
COCCCNC(=S)NNC(=O)c1ccc(S(=O)(=O)N2CCC(C)CC2)cc1,0.1,17,6%[57.1 µM],7%,1%[57.1 µM],0.1,-12%,-1,-13
S=C1NC[C@H](Cc2ccccc2)N1CCc1cccc2ccccc12,-0.3,2,3%,11%,23%,0.7,?,5,15
C=CC[C@@H](CC(=O)NCCO)C(=O)NC[C@@H](OC(=O)[C@H](CC=C)CC(=O)OC(C)(C)C)c1ccccc1,nt,nt,-3%,5%,3%,nt,-12%,-2,nt
O=C(CSc1nnc(-c2ccccc2Cl)o1)Nc1ccc2c(c1)OCCO2,-0.2,1,4%,6%,27%,-0.6,-18%,1,2
CCCn1c(N)c(C(=O)CSc2nnc3n2CCCCC3)c(=O)n(C)c1=O,0.4,-6,-5%,3%,3%,0.8,-21%,-4,-23
CCCCc1c(O)nc(SCC(=O)N2CCOCC2)n(-c2ccccc2OC)c1=O,-1.1,5,0%,-3%,19%,-0.4,-7%,-6,30

Structure,TRHR ag,TRHR enhancer,TrxR1 substrate,IDH1 R132H inh,rTrxR1 inhibitor,D2 ag,USP1-UAF1 inh,PI4K2A block,D2 antag
Fc1cccc2ncnc(OCc3ccccc3)c12,0.1,-12,6%[57.1 µM],8%,8%[57.1 µM],0.1,-8%,2,-10
COc1cc(/C=C/C(=O)c2ccc3c(c2)OCO3)cc(OC)c1OC,-0.9,-1,-10%,-10%,-13%,-0.8,-13%,1,-17
Cn1ncc(Cl)c1C(=O)Nc1cccnc1,0.4,-2,11%[57.1 µM],-2%,-5%[57.1 µM],0.6,-12%,4,11
Cc1nnc(NC(=O)CSc2nnc(CNC(=O)c3ccccc3)n2-c2ccccc2)s1,0.5,0,6%[57.1 µM],-5%,12%[57.1 µM],0.2,-4%,6,16
O=C(Cc1ccc2c(c1)CCCC2)Nc1ccccc1Cl,-1.0,9,2%,3%,-15%,-0.9,7%,-2,0
CCOc1cc2c3c(c1)C1(Nc4ccccc4S1)C(=O)N3C(C)(C)CC2C (centres undefined),0.6,4,0%,-2%,-3%,-0.4,-8%,4,-11
O=C(C[C@@H]1C/C=C/CC[C@H](Cc2ccc(F)cc2)C(=O)OCCNC1=O)N[C@H](CO)Cc1ccccc1,nt,nt,2%,-9%,2%,nt,-16%,0,nt
NC(=O)c1cc(Br)cc2c3c([nH]c12)CCCC3,-0.2,7,-11%,19%,-16%,-2.0,-6%,5,-13
Cc1ccc(S(=O)(=O)NNC2=NCCCCC2)cc1,0.3,7,-3%[57.1 µM],1%,8%[57.1 µM],1.1,-21%,-3,-1
O=C(COCc1cc(-c2ccc3c(c2)OCO3)on1)Nc1cc(C(F)(F)F)ccc1Cl,2.9,2,-3%,12%,13%,nt,-19%,0,nt
O=C(CSc1nnc(-c2ccc(S(=O)(=O)N3CCCC3)cc2)o1)NCc1ccccc1,-1.1,2,-7%,5%,-6%,0.2,-8%,-4,14
CC(NC(=O)Cc1c(F)cccc1Cl)C1CCCO1 (centres undefined),-0.2,-4,-1%,4%,2%,1.1,-13%,3,-7
COc1ccc(S(=O)(=O)NCCCCOc2ccc(Cl)cc2)cc1,0.2,-3,-6%,2%,21%,nt,-11%,4,nt
Cn1cc(Cl)c(C(=O)OCC(=O)Nc2nc(-c3ccc(Br)cc3)cs2)n1,1.4,9,6%[57.1 µM],-2%,-3%[57.1 µM],0.7,-8%,1,-13
Cc1cc(C)c2nc(N(CCCN(C)C)C(=O)c3ccc(S(=O)(=O)N4CC(C)OC(C)C4)cc3)sc2c1 (centres undefined),2.4,-9,-16%,0%,-13%,-0.9,-7%,-2,-8
O=C(NCc1ccco1)C1CCCN1C(=O)NCc1ccccc1 (centres undefined),-1.8,6,-6%,-5%,-1%,0.6,-14%,-4,-19
CCOC(=O)c1cc(-c2ccccc2)nn1CC1CC(c2cccc([N+](=O)[O-])c2)=NO1 (centres undefined),nt,nt,-5%,2%,10%,nt,-6%,6,nt
CCCn1c(N)c(N(CCOC)C(=O)c2ccc(F)cc2)c(=O)[nH]c1=O,1.0,-1,8%[57.1 µM],17%,25%[57.1 µM],-2.4,-20%,3,13
CCn1c(SCC(=O)Nc2ccc(S(=O)(=O)Nc3onc(C)c3C)cc2)nnc1-c1ccccc1,-0.3,-2,8%,2%,4%,-1.8,1%,-5,-4

# An excerpt of the results above, as a working copy:
Structure,TRHR ag,TRHR enhancer,TrxR1 substrate,IDH1 R132H inh,rTrxR1 inhibitor,D2 ag,USP1-UAF1 inh,PI4K2A block,D2 antag
COc1ccc(C(=O)N2CCCC(Nc3ccc(F)cc3)C2)cc1F (centres undefined),-0.4,29,-6%,10%,-10%,-0.5,-9%,0,16
O=C(COC(=O)CCSc1ccccc1Cl)NCc1ccco1,-2.0,11,6%[57.1 µM],7%,23%[57.1 µM],-2.1,4%,-1,-7
CCOC(=O)N1CCN(C(=O)C2CCCCC2)CC1,0.2,1,1%,7%,15%,0.3,-6%,-3,-4
CCOc1ccc(C2NC(=O)C(C#N)=C(S)N2c2ccc(C)cc2)cc1OC (centres undefined),0.5,-1,-12%,0%,-25%,-0.5,-13%,-7,-1
CCc1ccc(Nc2oc(C)cc(=O)c2C(C)=O)cc1,0.5,0,3%[57.1 µM],6%,-4%[57.1 µM],-0.2,-18%,3,1
Cc1ccccc1NS(=O)(=O)c1ccc(C(=O)NCC(C)(C)N2CCOCC2)cc1,0.4,8,-5%,6%,-7%,-0.3,-15%,0,15
CCN1CCN(C(CNS(=O)(=O)c2ccc(Cl)cc2)c2cccnc2)CC1 (centres undefined),0.7,18,6%,6%,5%,0.5,0%,2,-2
